High-throughput results deposited in PubChem by The Scripps Research Institute Molecular Screening Center.
M4 ag: CHRM4 agonism in calcium assay; CHO-K1 hM4/Gqi5, Fluo-8 calcium fluorescence; vehicle 0%, full acetylcholine response 100%; activation, % at 3 µM; 360,000 tested, 0.14% active; AID 624127;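 active = activation above the run mean over all test wells plus 3 SD, cut at about 32% in these data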;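 also: peak over basal fluorescence ratio per well then scaled between controls; 0% = DMSO wells and 100% = acetylcholine at EC100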
CHRM1 antagonist: blocks human M1 muscarinic receptor. P11229. CHO-K1 hM1, Fluo-8 calcium fluorescence, ACh EC80 antagonist. inhibition, % at 3 µM. 360,000 tested, 1.3% active. AID 588852;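 active = percent inhibition above its own plate's cutoff, namely the mean of that plate's compound wells plus 3 SD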;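 also: peak over basal fluorescence ratio during 140 s after agonist addition; 0% = ACh EC80 plus DMSO and 100% = DMSO alone without agonist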
Target sequence (P11229 whole entry, looked up): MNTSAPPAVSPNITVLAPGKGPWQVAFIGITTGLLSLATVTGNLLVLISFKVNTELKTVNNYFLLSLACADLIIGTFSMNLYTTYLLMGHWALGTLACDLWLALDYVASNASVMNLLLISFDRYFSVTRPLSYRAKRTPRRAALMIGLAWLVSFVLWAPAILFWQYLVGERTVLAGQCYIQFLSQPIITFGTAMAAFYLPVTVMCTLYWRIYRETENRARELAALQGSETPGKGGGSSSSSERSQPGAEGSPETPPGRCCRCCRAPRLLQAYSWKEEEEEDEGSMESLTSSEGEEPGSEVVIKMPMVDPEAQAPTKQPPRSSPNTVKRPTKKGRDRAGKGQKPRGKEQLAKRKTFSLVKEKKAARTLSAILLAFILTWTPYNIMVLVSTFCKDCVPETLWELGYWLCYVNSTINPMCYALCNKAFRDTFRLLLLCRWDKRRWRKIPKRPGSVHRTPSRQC
CHRM5 PAM: potentiates acetylcholine response at human M5 receptor. P08912. CHO-K1 hM5, Fluo-8 calcium, ACh EC20 PAM; 0% = ACh EC20, 100% = ACh EC100. activation, % at 3 µM. 360,000 tested, 0.3% active. AID 624038;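 active = activation above the run cutoff, the mean activation of all test compounds plus 3 SD, cut at about 18% in these data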
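Assay system: CHO-K1 hM5 cells. Also added: acetylcholine at EC20 concentration, added after compound. Dosing: 3 µM, single dose. Times: compound preincubation 140 s before EC20 acetylcholine addition. Signal: Fluo-8 calcium fluorescence. Measure: % activation relative to EC20 and EC100 ACh responses. Repeats: singlicate, one well per test compound.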
M5 antag: blocks acetylcholine activation of human M5 receptor; P08912; CHO-hM5 cells, Fluo-8 calcium fluorescence, ACh EC80; inhibition, % at 3 µM; 360,000 tested, 0.59% active;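 active = inhibition above a per-plate cutoff, the mean of that plate's test compounds plus 3 SD, cut at about 27% in these data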;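 also: 0% = acetylcholine EC80 with DMSO and 100% = DMSO without agonist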
M5 ag: CHRM5 agonism in calcium assay; P08912; CHO-K1 hM5 cells, Fluo-8 calcium fluorescence; 0% DMSO wells, 100% maximal acetylcholine response; activation, % at 3 µM; 360,000 tested, 0.19% active;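 active = activation above the run's mean over test compounds plus 3 SD, cut at about 23% in these data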;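 also: signal is peak over basal fluorescence ratio across the kinetic read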
CHRM1 agonist: human M1 muscarinic receptor agonism; 360,000 tested, 0.33% active; AID 588814; P11229; activation, % at 3 µM; CHO-K1 hM1, Fluo-8 calcium fluorescence, agonist mode; 0% DMSO, 100% acetylcholine EC100;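 active = activation above the run's mean compound activation plus 3 SD, cut at about 16% in these data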;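 also: peak over basal fluorescence ratio within a 140 s kinetic read after compound addition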
TAAR1 ag: human TAAR1 agonism. Q96RJ0. CHO RD-HGA16 TAAR1, Fluo-8 calcium fluorescence; vehicle wells 0%, saturating PEA agonist 100%. activation, % at 3 µM. 360,000 tested, 0.99% active. AID 624467;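 active = activation above the mean activation of all test compounds in the run plus 3 SD, cut at about 38% in these data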
Target sequence (Q96RJ0 whole entry, looked up): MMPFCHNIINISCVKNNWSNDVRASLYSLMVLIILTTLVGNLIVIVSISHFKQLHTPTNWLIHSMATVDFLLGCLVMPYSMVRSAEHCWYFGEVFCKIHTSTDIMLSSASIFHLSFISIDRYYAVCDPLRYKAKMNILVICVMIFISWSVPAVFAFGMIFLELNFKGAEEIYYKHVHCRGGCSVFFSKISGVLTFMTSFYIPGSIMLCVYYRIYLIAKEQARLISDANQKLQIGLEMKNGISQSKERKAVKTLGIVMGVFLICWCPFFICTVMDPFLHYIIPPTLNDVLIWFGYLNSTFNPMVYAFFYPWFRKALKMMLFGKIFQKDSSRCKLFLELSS
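System: CHO RD-HGA16 cells carrying human TAAR1 plus Gα16; Incubation: 17-24 h seeding, 75 min 37 °C dye, 30 min RT; Measured by: Fluo-8 fluorescence, 5 s baseline then 140 s kinetic read; Control set: DMSO and PEA EC100; Replication: single well for each compound.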
CHRM1 PAM: human CHRM1 positive allosteric modulation; activation, % at 3 µM; 360,000 tested, 0.088% active; CHO-K1 hM1, Fluo-8 calcium fluorescence, ACh EC20; 0% = ACh EC20, 100% = maximal ACh; in the data active = activation above about 19%, passing the limit was not always enough
M4 antag: antagonists of human muscarinic M4 receptor (CHRM4) | AID 624125 | 360,000 tested, 0.73% active | inhibition, % at 3 µM | P08173 | CHO-hM4 cells, ACh EC80, Fluo-8 calcium fluorescence;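 active = inhibition above its plate's cutoff, the mean inhibition of sample wells plus 3 SD, cut at about 27% in these data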;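 also: 0% = acetylcholine EC80 with DMSO and 100% = DMSO without agonist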
Active calls of the source: *; · = no result given. The list is partial, so the mix of outcomes need not match the whole.

SMILES	M4 ag	CHRM1 antagonist	CHRM5 PAM	M5 antag	M5 ag	CHRM1 agonist	TAAR1 ag	CHRM1 PAM	M4 antag
Cc1cccc(/C(N)=N/OC(=O)CCCc2ccccc2)c1	1	-5	-2	-4	-2	-1	1	1	-5
O=C(Nc1ccnn1C1CCN(C2CCC2)CC1)c1ccccc1	0	13	-7	2	-5	-3	1	-1	4
CCOc1c(N2CCOCC2)c(=O)c1=O	0	-9	-4	3	3	-1	13	5	8
CCCN(CC(=O)Nc1ccccc1OC)C(=O)CSc1ccc(Br)cc1C	1	-4	-9	9	-1	-4	3	5	-16
COc1ccc(S(=O)(=O)NCc2ccc(C(=O)NCCN(C)Cc3ccccc3)cc2)cc1	2	-8	-8	13	-3	-10	10	-5	3
CCN(CC)CCN1C(=O)C(=O)/C(=C(/O)c2ccncc2)C1c1ccccc1 (stereo unspecified)	1	8	-4	-6	-6	-6	6	-8	-9
O=C(CN1CCC(n2nnc3cc(C(F)(F)F)ccc32)CC1)NCc1cccs1	6	-1	-9	6	-5	1	8	2	2
C(=N\n1c2ccccc2c2ccccc21)/c1ccccc1	0	10	1	-1	-2	-3	8	-8	4
CCC(=O)N1N=C(c2ccc(NS(C)(=O)=O)cc2)CC1c1ccc(N(C)C)cc1 (stereo unspecified)	1	-7	-4	0	-3	-7	2	9	-9
NC(=O)C(c1ccccc1)C1CCCC1 (stereo unspecified)	1	-3	-3	-11	-1	0	9	2	-1
Cc1nc2ccccc2n1CC(O)COc1ccc(Br)cc1 (stereo unspecified)	11	24	-8	-1	2	1	6	-8	4
O=C(CN1CCN(c2ccccn2)CC1)Nc1ccccc1Br	2	3	-7	8	-2	-3	4	2	6
Cc1ccccc1-c1nc(CN2CCC(C(=O)NCC3CCCO3)CC2)c(C)o1 (stereo unspecified)	0	-1	2	-4	1	-6	15	-1	4
O=C(COC(=O)Cc1cccc(C(F)(F)F)c1)NC1CC1	1	-1	-9	4	-1	-6	0	5	1
Cc1cc(=O)[nH]c(NN)n1	0	-14	1	3	-2	3	8	5	0
COc1ccc(CCNC(=O)CSc2ccc(-c3cccs3)nn2)cc1	1	-6	9	3	-4	-7	1	7	-1
NC(=O)C1CCN(C(=O)C(=O)c2cn(CC(=O)N3CCCCCC3)c3ccccc23)CC1	1	0	-4	9	-4	-3	2	1	9
Cn1cccc1C(=O)OCC(=O)N1CCc2ccccc2C1	1	7	-2	9	2	0	2	-1	-17
C/C(=N\NC(=S)NC(C)C)c1ccc(Cl)c([N+](=O)[O-])c1	1	-12	11	-2	-3	-5	-1	4	-3
CC(=O)c1c(C)[nH]c(C(=O)OCC(=O)N2CCc3ccccc3C2)c1C	6	1	-3	-4	2	-2	2	-3	8
COc1cc(NC(=S)NCCN2CCOCC2)cc(OC)c1OC	0	0	2	-4	-1	-6	5	3	0
CCCCNC(=O)COC(=O)c1cc(S(=O)(=O)N2CCCCCC2)ccc1OC	1	-3	7	-13	-3	-3	11	-1	11
O=C(CNC(=O)c1ccc(Br)o1)NNC(=O)c1ccccc1F	0	-11	-2	11	-2	-1	3	5	10
CCOC(=O)NC(NC(=S)Nc1ccccc1[N+](=O)[O-])C(Cl)(Cl)Cl (stereo unspecified)	5	2	-1	2	4	1	12	-5	6
CCN(C(=O)COC(=O)c1cc([N+](=O)[O-])ccc1N1CCOCC1)C1CCS(=O)(=O)C1 (stereo unspecified)	0	-9	-4	5	0	-3	0	7	-4
CCOn1c(=O)c(=O)n(O)c2ccccc21	0	-9	-8	18	-2	-6	0	2	11
CC1CCC(C(C)C)C(OC(=O)CSc2nc(N)cc(=O)[nH]2)C1 (stereo unspecified)	6	2	-2	4	7	0	6	2	-4
O=C(NCc1cccs1)c1cc2c(s1)CS(=O)(=O)C2	2	-8	-2	-2	-1	-5	7	8	-1
Cc1c(-c2ccccc2)[n+](=O)c(-c2ccc(Br)cc2)c(C)n1[O-]	2	-6	3	3	1	-3	1	6	0
COc1ccc(-c2cc(C(=O)N3CCC3)c3ccccc3n2)cc1OC	7	-7	0	-4	-3	-2	7	3	-7
[N-]=[N+]=NCC/C=C\C1NS(=O)(=O)OCC1O (stereo unspecified)	2	-2	-1	7	2	0	10	12	4
CCNC(=S)N/N=C/c1cccc(C)c1	1	-1	2	-3	-2	-8	2	1	3
Cc1ccc(-c2c3c(=O)n(C)c(=O)n(C)c3cn2CCCN2CCOCC2)cc1	2	-8	-4	3	-2	-4	1	4	-7
C/C(=N\NC(=O)COc1ccc(C)cc1C(C)C)c1ccc(-n2ccnc2)cc1	1	-11	1	4	-1	-5	20	14	48*
CCOC(=O)N1CCC(n2c(SCC(=O)NCCC3=CCCCC3)nc3ccccc3c2=O)CC1	0	-6	3	-4	-2	-6	13	6	-2
CC(C)c1ccc(S(=O)(=O)N2CCN(C(=S)NCc3ccco3)CC2)cc1	4	-8	-9	7	-2	-5	2	-4	1
Cc1cc([N+](=O)[O-])ccc1NCc1ccc2c(c1)OCCO2	2	-21	1	3	-8	-1	4	15	-2
COc1ccc(-c2csc(-c3cc4ccccc4oc3=N)n2)cc1	0	-8	-2	-1	1	-4	5	2	-3
COc1cccc(CN2CCSCC2)c1OC	0	13	0	6	2	-5	5	-2	-13
COc1ccc(C(=O)N2CCC(C(=O)c3c(C)cc(C)cc3C)CC2)cc1	5	0	-7	16	-1	0	1	-1	-11

A draw from above in order of molecular weight, lowest first:
SMILES	M4 ag	CHRM1 antagonist	CHRM5 PAM	M5 antag	M5 ag	CHRM1 agonist	TAAR1 ag	CHRM1 PAM	M4 antag
[N-]=[N+]=NCC/C=C\C1NS(=O)(=O)OCC1O (stereo unspecified)	2	-2	-1	7	2	0	10	12	4
COc1cccc(CN2CCSCC2)c1OC	0	13	0	6	2	-5	5	-2	-13
COc1ccc(-c2csc(-c3cc4ccccc4oc3=N)n2)cc1	0	-8	-2	-1	1	-4	5	2	-3
COc1ccc(C(=O)N2CCC(C(=O)c3c(C)cc(C)cc3C)CC2)cc1	5	0	-7	16	-1	0	1	-1	-11

New compounds follow:
SMILES	M4 ag	CHRM1 antagonist	CHRM5 PAM	M5 antag	M5 ag	CHRM1 agonist	TAAR1 ag	CHRM1 PAM	M4 antag
FC(F)(F)c1ccc(C2[C@H]3CN(Cc4cccnc4)[C@H](c4ccccc4)C34CC2(c2cccnc2)C4)cc1 (stereo partly specified)	1	32	-17	5	-6	-10	-1	-26	11
COc1ccc(OC(C)C(=O)N2CCC(C)CC2)cc1 (stereo unspecified)	0	-14	7	-11	4	-3	4	15	4
O=C(COc1ccccc1-c1ccccc1)Nc1ccc(S(=O)(=O)NCc2ccco2)cc1	2	11	-12	6	-4	0	9	0	12
C#CCSc1nnc(-c2ccc(OC)cc2)o1	1	-28	-3	4	-8	-7	10	3	6
Cc1c(C(=O)O)nnn1-c1nonc1N	2	2	18	3	5	-1	2	0	-10
O=C(C1CC(=O)N(c2ccccc2)C1)N1CCCCCC1 (stereo unspecified)	1	-17	1	5	-3	-4	1	0	-6
O=C(CN(c1ccc2c(c1)OCCO2)S(=O)(=O)c1ccccc1)N1CCN(Cc2ccccc2)CC1	4	4	-4	6	-4	-4	5	3	6
CC(C)(C)c1ccc(OCCOc2ccc(C(C)(C)C)cc2NC=O)c(NC=O)c1	19	33	-21	28*	1	-4	6	-13	31*
CS(=O)(=O)c1ccc(C(=O)OCC(=O)N(CCc2ccccc2)Cc2ccccc2)cc1	6	-1	-6	6	-2	-4	·	2	-5
O=C(c1cccnc1)c1ncc(C(F)(F)F)cc1Cl	10	4	-13	19	-3	-8	-1	-12	7
CCn1c(=NC(=O)CCS(=O)(=O)c2ccccc2)sc2cccc(OC)c21	6	9	6	-2	-4	-4	4	-1	2
CCn1cnc2c1c(=O)n(Cc1cccc(Br)c1)c(=O)n2Cc1ccccc1	5	14	-5	11	-5	-3	0	-3	2
O=C(CN1CCN(c2ccc([N+](=O)[O-])cc2)CC1)Nc1nccs1	-1	15	-5	1	3	-6	2	-6	-4
Cc1cc(C(=O)NC2CCCc3c2cnn3-c2ccccc2F)nc(C)n1 (stereo unspecified)	2	-12	-5	2	6	-2	0	7	2
CCn1c(=N)c(S(=O)(=O)c2ccc(F)cc2)cc2c(=O)n3ccccc3nc21	1	-6	-4	-1	-1	-5	2	5	-3
N#Cc1cc(-c2ccccc2)[nH]c1-c1nccc2ccccc12	2	-9	-2	3	-6	-5	0	8	11
O=C(CCC(=O)N(c1ccccc1)C(C(=O)NC1CCCC1)c1ccncc1)Nc1cccnc1 (stereo unspecified)	0	10	1	-7	-4	0	10	3	-3
CNC(=O)CSc1nc2cc(S(=O)(=O)Nc3ccccc3OC)ccc2o1	5	8	-4	3	-2	4	6	-1	-8
COc1ccc(C(=O)N2CCCC(Nc3ccc(C)c(C)c3)C2)cc1 (stereo unspecified)	1	-4	0	0	-1	-4	-1	3	1
COc1ccc(S(=O)(=O)N2CCOCC2)cc1NC(=O)CCCOc1ccc(C(C)=O)cc1	2	17	-2	16	-1	-2	3	-3	4
COc1ccc(C2(O)CCN(CCCCOc3ccccc3)CC2)cc1	1	31	1	-2	-4	-8	-1	-19	2
O=C(c1ccco1)N1CCN(C(=O)C2CCCN(S(=O)(=O)c3cccc4nsnc34)C2)CC1 (stereo unspecified)	10	-18	-1	-4	2	-4	3	7	-10
O=C(c1cccc(Cl)c1)N1CCCC(c2ccc(Cl)cc2)=N1	2	-6	5	-9	2	-3	7	3	-1
O=C(CC1SC(=Nc2cccc3ccccc23)N(Cc2ccccn2)C1=O)Nc1ccccc1Br (stereo unspecified)	0	-4	0	6	1	1	2	1	-14
Cc1ccc(OCCN2CCN(C)CC2)c([N+](=O)[O-])c1	0	-11	1	0	-7	-10	8	7	3
CC1CCN(C(=O)CN2C(=O)C(=O)c3ccccc32)CC1	3	-8	-1	-5	0	-2	·	11	-8
Cc1ccc(-n2ncc3c(=O)n(CC(=O)N(C(C)C)C(C)C)cnc32)cc1	0	-11	1	7	-5	-2	2	9	9
Cc1nc2c(n1C1CCCCC1)C(=O)c1ccccc1C2=O	1	-4	0	-2	-3	1	6	8	6
O=C(N/N=C/C(Br)=C/c1ccccc1)c1cc(-c2ccco2)[nH]n1	4	-9	0	6	4	-1	12	11	1
Cc1cccc(N(Cc2ccccc2)C(=O)CN2C(=O)NC3(CCCC3)C2=O)c1	1	-7	-1	11	-4	-4	2	14	9
COc1ccc(-c2nn(-c3ccccc3)cc2C(=O)Nc2nc(CC(C)=O)ns2)cc1	5	-6	-6	2	0	-2	7	5	0
CC(=O)Nc1nc2ccccc2n1CCOc1ccccc1Cl	4	0	-6	3	-3	-4	1	0	-12

An excerpt from above, showing only TAAR1 ag, M4 ag and CHRM1 agonist:
structure	TAAR1 ag	M4 ag	CHRM1 agonist
Cc1ccc(OCCN2CCN(C)CC2)c([N+](=O)[O-])c1	8	0	-10
CC1CCN(C(=O)CN2C(=O)C(=O)c3ccccc32)CC1	·	3	-2
